Compound activity from PubChem BioAssay.
NALP1 yeast inh: NALP1 inflammasome inhibitors in reconstituted yeast, colorimetric, S. cerevisiae, triplicate retest. actives 0.61% (n = 280,000). inhibition, % at 10 µM. S. cerevisiae NALP1/ASC/caspase-1 growth, X-gal OD620, 72 h. AID 2071, 2009; in the data active means inhibition mostly above about 24%, no sharp cut-off; inactive means mostly below about 32%; further: some compounds called inactive have numbers as strong as hits
MEKK2wt PB1 HTS: modulators of MEK5 binding to wildtype MEKK2, primary screen, biochemical, multiplex bead flow cytometry, Alexa488-MEK5 | Mitogen-activated protein kinase kinase kinase 2 (Homo sapiens), Q9Y2U5 | Alexa488-MEK5 binding to MEKK2 WT; actives lie on both sides | binding response (% of control), % at 10 µM | actives 1.1% (n = 290,000) | AID 1531, 2009; in the data active means binding response below about 67% or above about 130%
M18AAP inhibitor: PfM18AAP inhibitors, malaria aminopeptidase, primary screen, biochemical, QFRET, recombinant enzyme; M18 aspartyl aminopeptidase (Plasmodium falciparum 3D7); H-Glu-NHMec fluorogenic cleavage; inhibition, % at 7.35 µM; actives 1.2% (n = 290,000); AID 1822, 2009;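 active means inhibition above the campaign mean inhibition over all tested compounds plus 3 SD, cut at about 28% in these data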;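 further: 0% = plate median of test compound wells and 100% = 2 mM ZnCl2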
OXTR agonist: human OXTR agonists, primary screen, fluorescence, CHO-OTR cells, Fluo-8 calcium | Oxytocin receptor (Homo sapiens), P30559 | Fluo-8 calcium fluorescence; normalized: DMSO 0%, oxytocin 100% | activation, % at 3 µM | actives 0.32% (n = 320,000);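 active means activation above the mean of all tested compounds plus 3 SD, cutoff set per screening run, cut at about 20% in these data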;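 further: peak over basal fluorescence ratio from a 100 s FLIPR kinetic read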
Target sequence (P30559 whole entry, looked up): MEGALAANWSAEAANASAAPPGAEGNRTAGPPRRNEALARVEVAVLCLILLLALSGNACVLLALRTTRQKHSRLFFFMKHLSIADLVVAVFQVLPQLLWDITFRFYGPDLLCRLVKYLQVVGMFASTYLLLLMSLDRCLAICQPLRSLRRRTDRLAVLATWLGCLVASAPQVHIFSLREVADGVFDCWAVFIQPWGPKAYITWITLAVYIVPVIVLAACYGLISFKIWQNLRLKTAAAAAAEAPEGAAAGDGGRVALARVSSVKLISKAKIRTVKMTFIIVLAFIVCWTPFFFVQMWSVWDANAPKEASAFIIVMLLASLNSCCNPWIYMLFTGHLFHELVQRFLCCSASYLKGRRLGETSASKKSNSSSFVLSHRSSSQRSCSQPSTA
V1R ag counter: agonists of human V1a receptor, primary screen, counter-screen for OXTR agonist project, fluorescence, CHO-V1R cells. Vasopressin V1a receptor (Homo sapiens), P37288. Fluo-8 calcium fluorescence, agonist mode; 0% DMSO, 100% 3 nM vasopressin. activation, % at 3 µM. actives 0.25% (n = 320,000). AID 2797, 2010;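 active means activation above the mean activation of all tested compounds plus 3 SD, per screening run, cut at about 20% in these data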;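 further: signal is peak over basal fluorescence ratio across a 100 second FLIPR read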
GalR3 antagonist: GalR3 antagonists in HEK293 cells, primary screen, cell-based, fluorescence readout | Galanin receptor type 3 (Homo sapiens), O60755 | inhibition, % at 3 µM | actives 0.44% (n = 360,000) | HEK293 GalR3-CNG cAMP membrane potential fluorescence; galR3 body fused to GalR1 C-terminus;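 active means inhibition above the screen-wide average plus 3 SD, cut at about 13% in these data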;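 further: forskolin and galanin both at EC90 stimulate the cells; cAMP rise reported by CNG channel membrane potential dye signal; 0% = forskolin plus galanin with DMSO and 100% = forskolin alone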
GPR7 antagonist: GPR7 receptor antagonists, primary screen, cell-based, fluorescence, single concentration. GPR7-expressing cells, fluorescence antagonist assay. Neuropeptides B/W receptor type 1 (Homo sapiens), P48145. inhibition, % at 4.4 µM. actives 1.1% (n = 290,000). AID 1861, 2009; in the data active means inhibition above about 16%, passing the limit was not always enough;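 further: cells stimulated with the agonist NPW; 0% = agonist with vehicle and 100% = vehicle without agonist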
Target sequence (P48145 whole entry, looked up): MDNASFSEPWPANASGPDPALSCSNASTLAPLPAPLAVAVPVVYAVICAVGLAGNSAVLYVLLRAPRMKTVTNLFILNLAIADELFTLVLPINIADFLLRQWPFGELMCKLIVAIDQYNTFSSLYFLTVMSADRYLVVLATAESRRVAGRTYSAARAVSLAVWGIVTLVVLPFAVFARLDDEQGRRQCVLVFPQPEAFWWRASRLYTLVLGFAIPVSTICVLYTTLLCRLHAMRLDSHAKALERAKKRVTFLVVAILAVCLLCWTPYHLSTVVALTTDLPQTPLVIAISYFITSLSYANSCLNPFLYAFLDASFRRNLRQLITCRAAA
OXTR potentiator: human OXTR potentiators, primary screen, fluorescence, CHO-OTR cells, Fluo-8 calcium. AID 2445, 2010. Fluo-8 calcium fluorescence, potentiator mode; 0% = oxytocin EC15, 100% = EC100. Oxytocin receptor (Homo sapiens), P30559. actives 0.061% (n = 320,000). activation, % at 3 µM;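 active means activation above that plate's cutoff, the mean activation of tested compounds plus 3 SD, cut at about 6.6% in these data, passing the limit was not always enough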;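 further: 100% uses oxytocin at 75 nM as the full agonist control; some results filed as inactive read as strong as hits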
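Material: human OTR in CHO cells. Compound: 3.0 µM, one dose. Timing: compound 6 min at room temperature before oxytocin, 100 s read. Evaluation: % activation of max/min ratio relative to oxytocin controls. Replication: single well per compound, singlicate. Signal: Fluo-8 calcium dye fluorescence.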
MEKK2mut PB1 HTS: MEK5 binding signal on mutant MEKK2 PB1, primary screen, biochemical, multiplex bead flow cytometry, Alexa488-MEK5. Alexa488-MEK5 binding to MEKK2 mutant. percent response, % at 10 µM. actives 0.35% (n = 290,000). AID 1530, 2009; in the data active means percent response above about 24%, passing the limit was not always enough; further: inactives centre near 1; some results filed as inactive read as strong as hits
An asterisk follows results filed as active; x = no result given. Hits appear at their usual frequency. Share with any hit: about 4.1%.

| nr | SMILES | NALP1 yeast inh | MEKK2wt PB1 HTS | M18AAP inhibitor | OXTR agonist | V1R ag counter |
| --- | --- | --- | --- | --- | --- | --- |
| 1 | N#Cc1c(Cn2cncn2)nc(=O)n(-c2ccc(Cl)cc2)c1N | 22 | 80 | 19 | 1.5 | 0.8 |
| 2 | C1CCC2(CC1)OCC1(CO2)COC2(CCCCC2)OC1 | 10 | 102 | 0 | -0.3 | -0.2 |
| 3 | O=C(CSc1nnc(-c2ccco2)o1)c1ccc([N+](=O)[O-])cc1 | x | 89 | 10 | -1.9 | 1.0 |
| 4 | CCOC(=O)c1c(C)[nH]c(C(=O)OCC(=O)Nc2ccc(OCC)cc2)c1C | -23 | 100 | -14 | -0.2 | 0.3 |
| 5 | CC(=O)NC(Cc1cccc(C)c1)C(=O)NC1CCN(C(=O)NCc2ccccc2)CC1 (stereo unspecified) | 6 | 98 | -1 | x | x |
| 6 | COc1cccc(COC(=O)c2ccc3c(=O)n4c(nc3c2)CCC4)c1OC | x | x | x | 0.3 | 2.6 |
| 7 | O=C(O)c1ccc(/C=C(\c2nc3ccccc3[nH]2)c2nc3ccccc3s2)cc1 | x | 105 | 6 | -1.5 | 0.3 |
| 8 | Cc1[nH]c(=O)c(C#N)c(C)c1[N+](=O)[O-] | x | 105 | 3 | -0.1 | 0.5 |
| 9 | O=C(Nc1nc2cc3c(cc2s1)OCO3)C1CC1 | x | 96 | 3 | -2.3 | -1.1 |
| 10 | Cc1cnc(NC(=O)/C=C/c2ccc(Br)o2)s1 | -2 | 100 | 7 | 0.5 | 0.0 |

| nr | GalR3 antagonist | GPR7 antagonist | OXTR potentiator | MEKK2mut PB1 HTS |
| --- | --- | --- | --- | --- |
| 1 | -3 | 6 | -6 | -20 |
| 2 | -4 | -13 | 5 | 1 |
| 3 | 1 | 8 | -2 | -14 |
| 4 | -2 | -3 | 0 | 3 |
| 5 | -8 | 0 | x | 0 |
| 6 | -6 | x | -16 | x |
| 7 | -4 | -4 | -1 | 4 |
| 8 | 2 | 10 | -12 | 1 |
| 9 | -9 | -8 | -3 | -4 |
| 10 | -4 | 0 | -5 | -10 |

Next structures:
| nr | SMILES | NALP1 yeast inh | MEKK2wt PB1 HTS | M18AAP inhibitor | OXTR agonist | V1R ag counter |
| --- | --- | --- | --- | --- | --- | --- |
| 11 | CCOc1ccccc1NC(=O)NCCCCc1ccccc1 | 19 | 108 | -16 | -1.5 | 1.4 |
| 12 | O=[N+]([O-])c1ccc(/C=N/Nc2ncc(Br)cn2)cc1 | 5 | 103 | 12 | x | x |
| 13 | S=C(NCc1ccccc1Cl)Nc1ccccc1Cl | -4 | 98 | -8 | -1.8 | 0.2 |
| 14 | CN(C)S(=O)(=O)N(CC(=O)NCCSCc1ccccc1)c1ccccc1 | 2 | 98 | 8 | -1.5 | -0.6 |
| 15 | Nc1nc(SCC(=O)Nc2cccc(Oc3ccccc3)c2)n[nH]1 | 15 | 100 | -3 | 0.4 | 0.1 |
| 16 | O=C(Nc1ccc2c(c1)C(=O)N(CC1CCCO1)C2=O)c1ccccc1Br (stereo unspecified) | 10 | 101 | 2 | 0.8 | 4.0 |
| 17 | CCCOC(=O)CSc1nc(N)c(C#N)c(-c2ccco2)c1C#N | x | 99 | 8 | 1.0 | 3.9 |
| 18 | Nc1ncnc2c1nc(SCCO)n2Cc1ccccc1 | 12 | 98 | 3 | 0.1 | 1.2 |
| 19 | Cc1ccc(NC(=O)CN(C)C(=O)COC(=O)C(C)(C)Oc2ccc(Cl)cc2)cc1 | 2 | 109 | 0 | -1.1 | 0.8 |
| 20 | COc1ccc(C(=O)NC(=S)Nc2ccccc2N2CCOCC2)cc1Br | 36 | 103 | -1 | -0.6 | 1.2 |

| nr | GalR3 antagonist | GPR7 antagonist | OXTR potentiator | MEKK2mut PB1 HTS |
| --- | --- | --- | --- | --- |
| 11 | 0 | 13 | -3 | 10 |
| 12 | -9 | -11 | x | 5 |
| 13 | -8 | -8 | -21 | -1 |
| 14 | -1 | -12 | 1 | 1 |
| 15 | -5 | -2 | 2 | -3 |
| 16 | -5 | -10 | -6 | 5 |
| 17 | -6 | -16 | -13 | 1 |
| 18 | -6 | -5 | -7 | -3 |
| 19 | -6 | -1 | -10 | 8 |
| 20 | -1 | -3 | -13 | -1 |

Three compounds already listed, ordered by SMILES length, falling.
| nr | SMILES | NALP1 yeast inh | MEKK2wt PB1 HTS | M18AAP inhibitor | OXTR agonist | V1R ag counter |
| --- | --- | --- | --- | --- | --- | --- |
| 19 | Cc1ccc(NC(=O)CN(C)C(=O)COC(=O)C(C)(C)Oc2ccc(Cl)cc2)cc1 | 2 | 109 | 0 | -1.1 | 0.8 |
| 14 | CN(C)S(=O)(=O)N(CC(=O)NCCSCc1ccccc1)c1ccccc1 | 2 | 98 | 8 | -1.5 | -0.6 |
| 11 | CCOc1ccccc1NC(=O)NCCCCc1ccccc1 | 19 | 108 | -16 | -1.5 | 1.4 |

| nr | GalR3 antagonist | GPR7 antagonist | OXTR potentiator | MEKK2mut PB1 HTS |
| --- | --- | --- | --- | --- |
| 19 | -6 | -1 | -10 | 8 |
| 14 | -1 | -12 | 1 | 1 |
| 11 | 0 | 13 | -3 | 10 |

Laid out differently: 6 of the compounds above.
Below each compound – NALP1 yeast inh, MEKK2wt PB1 HTS, M18AAP inhibitor, OXTR agonist, V1R ag counter, GalR3 antagonist, GPR7 antagonist, OXTR potentiator, MEKK2mut PB1 HTS
10) Cc1cnc(NC(=O)/C=C/c2ccc(Br)o2)s1
    -2, 100, 7, 0.5, 0.0, -4, 0, -5, -10
11) CCOc1ccccc1NC(=O)NCCCCc1ccccc1
    19, 108, -16, -1.5, 1.4, 0, 13, -3, 10
12) O=[N+]([O-])c1ccc(/C=N/Nc2ncc(Br)cn2)cc1
    5, 103, 12, x, x, -9, -11, x, 5
13) S=C(NCc1ccccc1Cl)Nc1ccccc1Cl
    -4, 98, -8, -1.8, 0.2, -8, -8, -21, -1
14) CN(C)S(=O)(=O)N(CC(=O)NCCSCc1ccccc1)c1ccccc1
    2, 98, 8, -1.5, -0.6, -1, -12, 1, 1
15) Nc1nc(SCC(=O)Nc2cccc(Oc3ccccc3)c2)n[nH]1
    15, 100, -3, 0.4, 0.1, -5, -2, 2, -3

More structures follow.
| nr | SMILES | NALP1 yeast inh | MEKK2wt PB1 HTS | M18AAP inhibitor | OXTR agonist | V1R ag counter |
| --- | --- | --- | --- | --- | --- | --- |
| 21 | CCC1(c2ccccc2)NC(=O)N(CC(=O)N(C)CC(=O)Nc2cccc(OC)c2)C1=O (stereo unspecified) | x | x | x | -0.8 | 0.3 |
| 22 | CN(Cc1nc(Cc2cccc(C(F)(F)F)c2)no1)C1CC(C)(C)NC(C)(C)C1 | 10 | 112 | 1 | 0.5 | 1.6 |
| 23 | COc1cc(-c2cc(C(=O)NCc3ccco3)c3ccccc3n2)cc(OC)c1OC | 9 | 107 | 3 | 4.7 | 4.3 |
| 24 | CCNc1nc(NCC)nc(OCCNS(=O)(=O)c2ccccc2)n1 | x | 99 | 0 | -1.1 | 0.8 |
| 25 | CCN(CC(=O)NCc1cccs1)C(=O)/C=C/c1ccc(OC)c(OC)c1 | x | x | x | -0.1 | -1.2 |
| 26 | CC(C)c1nnc(NC(=O)CCC(=O)N2CCC(Cc3ccccc3)CC2)s1 | 10 | 104 | 3 | -1.6 | 0.1 |
| 27 | CCCn1ncc(CN2CCN(CCc3ccccc3)C(CCO)C2)c1C (stereo unspecified) | 13 | 108 | -2 | 0.2 | 1.1 |
| 28 | O=C1OC(Cc2ccncc2)C(O)=C1C1=NCCCN1 (stereo unspecified) | 30 | 90 | 0 | 0.5 | 1.7 |

| nr | GalR3 antagonist | GPR7 antagonist | OXTR potentiator | MEKK2mut PB1 HTS |
| --- | --- | --- | --- | --- |
| 21 | 1 | x | -3 | x |
| 22 | -5 | 0 | -7 | 3 |
| 23 | -8 | -17 | -6 | 2 |
| 24 | -6 | -7 | -1 | -2 |
| 25 | -2 | x | 2 | x |
| 26 | -4 | -13 | -9 | 5 |
| 27 | 0 | -13 | -2 | 11 |
| 28 | -4 | -10 | 3 | -2 |
